Yp Topo-I inh = inhibitors of Yersinia pestis topoisomerase I | Y. pestis Topo-I cleavage product accumulation, plate reader | activity, % at 10 µM | 0.064% of 360,000 active | AID 504884; in the data active means activity above about 50%, passing the limit was not always enough; inconclusive means no clear call, values can overlap the other calls; further: inactives centre near 2
PrPC surface inh = reduces human prion protein on the cell surface. cell surface PrPC, TR-FRET read-out. inhibition, % at 13.8 µM. 0.43% of 370,000 active. AID 720596; in the data active means inhibition above about 24%; further: 0% = median of the test wells and 100% = reference compound wells
PfHsp40 rescue = restores yeast growth despite PfHsp40 toxicity; growth rescue, % at 12.5 µM; S. cerevisiae expressing PfHsp40, growth rescue, ATP luminescence; 0.68% of 340,000 active; in the data active means growth rescue above about 28%, passing the limit was not always enough; inconclusive means no clear call, values can overlap the other calls;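 further: yeast W303a lacking pdr1 and pdr3 grown in galactose medium; growth measured after three days at 30 °C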
SARS 3CLpro inh = SARS-CoV 3CLpro protease inhibition; 0.14% of 290,000 active; P0C6X7; AID 1706; recombinant SARS-CoV 3CLpro, quenched FRET peptide cleavage; inhibition, % at 6 µM; in the data active means inhibition above about 12%
SSB-PriA inh = K. pneumoniae PriA-SSBct interaction inhibition; 0.6% of 430,000 active; inhibition, % at 33 µM; AlphaScreen SSBct-PriA binding, biotinylated peptide; in the data active means inhibition mostly above about 37%, no sharp cut-off; inactive means mostly below about 20%;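 further: plate controls were negative control peptide for no effect and reference peptide for full effect; strong numbers were not always called active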
BoNT A protease = inhibitors of Botulinum neurotoxin A light chain protease. AID 588499. 0.17% of 360,000 active. inhibition, % at 10 µM. multiplex microsphere protease substrate cleavage, flow cytometry; further: plate controls were buffer without enzyme for full effect and enzyme alone for no effect
BH1578 lux ind = induces V. cholerae light production without autoinducers; 0.16% of 350,000 active; activation, % at 18.7 µM; V. cholerae BH1578 lux reporter, luminescence, 6 h; AID 588436; in the data active means activation mostly above about 9.7%, no sharp cut-off; inconclusive means no clear call, values can overlap the other calls; inactive means mostly below about 3.7%; further: not every result past the cut was called active; inactives centre near 0; reference of the scale not given here
TcdB GH inh = TcdB glycohydrolase inhibition | TcdB glycohydrolase enzymatic assay, plate reader | P18177 | inhibition, % at 9.99 µM | 0.24% of 350,000 active; in the data active means inhibition above about 10%
Target sequence (P18177 whole entry, looked up): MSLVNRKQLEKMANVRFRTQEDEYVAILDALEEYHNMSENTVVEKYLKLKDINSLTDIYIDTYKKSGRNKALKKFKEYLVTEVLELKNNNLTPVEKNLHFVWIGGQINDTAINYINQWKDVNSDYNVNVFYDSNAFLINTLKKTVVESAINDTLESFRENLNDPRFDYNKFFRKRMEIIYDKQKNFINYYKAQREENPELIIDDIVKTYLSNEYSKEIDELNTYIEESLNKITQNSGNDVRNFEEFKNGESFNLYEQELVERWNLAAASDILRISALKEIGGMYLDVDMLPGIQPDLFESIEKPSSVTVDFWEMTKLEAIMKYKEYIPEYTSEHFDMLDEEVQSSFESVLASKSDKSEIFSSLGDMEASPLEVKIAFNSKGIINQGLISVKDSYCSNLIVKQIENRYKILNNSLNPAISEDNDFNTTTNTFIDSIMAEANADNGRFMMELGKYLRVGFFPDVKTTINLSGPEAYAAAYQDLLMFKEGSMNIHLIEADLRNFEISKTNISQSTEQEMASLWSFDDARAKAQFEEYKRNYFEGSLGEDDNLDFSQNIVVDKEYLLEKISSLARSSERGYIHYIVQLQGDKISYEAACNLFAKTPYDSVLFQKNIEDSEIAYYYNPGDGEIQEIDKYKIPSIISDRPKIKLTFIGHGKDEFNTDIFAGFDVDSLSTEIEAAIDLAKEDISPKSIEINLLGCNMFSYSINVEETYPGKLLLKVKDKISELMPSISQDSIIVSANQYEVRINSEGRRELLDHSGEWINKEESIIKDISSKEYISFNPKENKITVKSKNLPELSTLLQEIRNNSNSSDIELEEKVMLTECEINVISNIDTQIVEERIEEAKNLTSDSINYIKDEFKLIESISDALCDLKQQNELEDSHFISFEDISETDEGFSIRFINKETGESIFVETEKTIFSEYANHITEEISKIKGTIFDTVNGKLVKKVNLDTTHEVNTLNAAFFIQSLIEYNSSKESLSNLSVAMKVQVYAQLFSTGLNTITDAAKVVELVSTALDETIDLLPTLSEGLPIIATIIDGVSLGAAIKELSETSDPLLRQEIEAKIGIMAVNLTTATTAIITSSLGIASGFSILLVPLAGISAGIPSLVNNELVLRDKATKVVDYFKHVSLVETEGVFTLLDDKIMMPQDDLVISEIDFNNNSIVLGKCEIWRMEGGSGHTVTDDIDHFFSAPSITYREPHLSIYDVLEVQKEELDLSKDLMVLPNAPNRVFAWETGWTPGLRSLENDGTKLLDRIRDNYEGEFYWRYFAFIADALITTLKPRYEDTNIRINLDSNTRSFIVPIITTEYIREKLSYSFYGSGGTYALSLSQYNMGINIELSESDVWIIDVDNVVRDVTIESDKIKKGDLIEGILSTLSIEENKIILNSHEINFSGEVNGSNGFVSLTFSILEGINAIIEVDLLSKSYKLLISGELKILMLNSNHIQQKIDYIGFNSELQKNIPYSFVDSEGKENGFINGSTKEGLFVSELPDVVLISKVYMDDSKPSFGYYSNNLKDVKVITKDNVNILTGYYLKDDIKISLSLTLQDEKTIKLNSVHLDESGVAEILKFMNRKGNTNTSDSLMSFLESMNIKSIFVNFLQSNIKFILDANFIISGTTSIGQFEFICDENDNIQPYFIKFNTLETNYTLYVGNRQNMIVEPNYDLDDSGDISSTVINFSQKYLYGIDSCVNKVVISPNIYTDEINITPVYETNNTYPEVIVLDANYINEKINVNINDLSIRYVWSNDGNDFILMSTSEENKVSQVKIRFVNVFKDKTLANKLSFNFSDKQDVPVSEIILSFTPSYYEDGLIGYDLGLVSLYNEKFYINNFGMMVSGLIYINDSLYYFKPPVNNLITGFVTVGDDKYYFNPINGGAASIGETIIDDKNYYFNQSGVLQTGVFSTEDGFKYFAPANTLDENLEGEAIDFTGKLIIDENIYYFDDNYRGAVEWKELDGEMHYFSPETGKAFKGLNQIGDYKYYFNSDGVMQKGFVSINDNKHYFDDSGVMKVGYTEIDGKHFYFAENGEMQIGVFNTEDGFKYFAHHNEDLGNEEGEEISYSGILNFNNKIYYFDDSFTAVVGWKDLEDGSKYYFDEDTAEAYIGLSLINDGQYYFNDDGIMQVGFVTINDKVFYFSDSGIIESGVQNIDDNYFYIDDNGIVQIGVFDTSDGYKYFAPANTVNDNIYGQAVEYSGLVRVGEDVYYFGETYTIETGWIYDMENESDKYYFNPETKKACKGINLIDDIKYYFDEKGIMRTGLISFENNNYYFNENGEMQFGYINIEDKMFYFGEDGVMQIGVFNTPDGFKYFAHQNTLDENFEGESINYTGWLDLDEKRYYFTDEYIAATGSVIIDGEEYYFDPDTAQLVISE
Anthrax LF prot = anthrax lethal factor protease inhibition; 0.12% of 360,000 active; AID 588501; inhibition, % at 10 µM; multiplex microsphere protease cleavage assay, LF; P15917; further: plate controls were buffer without enzyme for full effect and enzyme alone for no effect
The depositor's hits bear a star; i = inactive; ? = inconclusive; / = not tested or not shown; & = joins results of further samples. Unless noted, no stated cut-off is given here; in the data, active means inhibition above about 30%; inconclusive means no clear call, values can overlap the other calls; inactive means below that. This is a subset (hit frequency here may not be typical).

1: Cn1cc(Br)c(C(=O)NC2CCCCCC2)n1
2: O=C(COC(=O)c1ccccn1)Nc1cc(Cl)ccc1Cl
3: COC(=O)C1=CO[C@@H](O[C@@H]2OC(CO)[C@@H](O)[C@@H](O)[C@@H]2O)C2C1CC[C@]2(C)O (stereo partly drawn)
4: N#C/C(=C(/O)CCl)c1nc2ccccc2[nH]1
5: O=c1[nH]c(=S)[nH]c2c1C(c1ccc(Cl)cc1)OC(C1CCCCC1)C2 (stereo not drawn)
6: O=C(CN1c2cccc3cccc(c23)S1(=O)=O)NCCc1ccccc1

Screen / compound no.	1	2	3	4	5	6
BH1578 lux ind	-0.7	i	-0.7	-0.8	/	-6.2
PfHsp40 rescue	-0.4	-0.1	-1.0	-0.2	/	-0.8
TcdB GH inh	0.5	/	1.1	3.7	-3.9	0.1
SARS 3CLpro inh	-6	0	/	5	/	/
Yp Topo-I inh	7	-2	0	0	/	3
Anthrax LF prot	0	-2	-2	0	0	-4
BoNT A protease	0.3	0.0	0.1	0.2	-0.5	-0.4
PrPC surface inh	-1	-11	-6	27*	4	-7
SSB-PriA inh	5	-7	-6	-13	/	-2

7: CCOc1ccc(-n2c(C)nc(O)c2N=Nc2ccccc2)cc1
8: COCCN1C=C(C(=O)OC)C(c2cc(Br)c(OC)c(OC)c2)C(C(=O)OC)=C1
9: COc1ccc(-c2noc(N3CCC(C(=O)Nc4ccc(F)cc4F)CC3)n2)cc1
10: Cn1ncc([N+](=O)[O-])c1C(=O)Nc1ccc(-c2nc3ccccc3o2)cc1
11: CCc1ccc2[nH]c(=O)c(CN(Cc3ccco3)C(=S)NCC3CCCO3)cc2c1 (stereo not drawn)
12: O=C(COC(=O)c1cnc(Cl)c(Cl)c1)NC1CCCCCC1

Screen / compound no.	7	8	9	10	11	12
BH1578 lux ind	-0.5	-6.6	-0.1	1.6	-0.5	2.5
PfHsp40 rescue	1.4	-0.1	-0.2	11	0.4	0.0
TcdB GH inh	0.8	/	0.4	0.2	2.0	0.0
SARS 3CLpro inh	-4	-1	2	0	4	/
Yp Topo-I inh	0	11	3	-14	1	-1
Anthrax LF prot	-4	-4	-8	-3	-2	3
BoNT A protease	-0.7	0.2	-0.1	-0.6	1.5	2.8
PrPC surface inh	0	-8	-7	-5	9	2
SSB-PriA inh	-3	-11	-20	-8	-3	-7

Part of the list above with just PfHsp40 rescue, SSB-PriA inh and TcdB GH inh.
# | smiles | PfHsp40 rescue | SSB-PriA inh | TcdB GH inh
9 | COc1ccc(-c2noc(N3CCC(C(=O)Nc4ccc(F)cc4F)CC3)n2)cc1 | -0.2 | -20 | 0.4
10 | Cn1ncc([N+](=O)[O-])c1C(=O)Nc1ccc(-c2nc3ccccc3o2)cc1 | 11 | -8 | 0.2
8 | COCCN1C=C(C(=O)OC)C(c2cc(Br)c(OC)c(OC)c2)C(C(=O)OC)=C1 | -0.1 | -11 | /

Continuation.
13: O=S(N1CCCCC1)C12CC3CC(CC(C3)C1)C2 (stereo not drawn)
14: Cc1ccc(S(=O)(=O)N2CCOCC2)cc1NC(=O)COC(=O)c1cc(=O)[nH]c2ccccc12
15: COc1ccc(OC)c(S(=O)(=O)N/N=C(/C)c2c[nH]c3ccccc23)c1
16: Cc1ccc(-c2cc3cccc[n+]3cc2-c2ccc(C)cc2)cc1
17: COc1ccc(NC(=O)CN(C)C(=O)c2ccc(C)c(S(=O)(=O)N3CCCCC3)c2)cc1
18: CN1CC2(C(=O)c3ccccc3)CN(C)CC(C(=O)c3ccccc3)(C1)C2

Screen / compound no.	13	14	15	16	17	18
BH1578 lux ind	2.7	i	i	-0.2	-0.3	i
PfHsp40 rescue	0.1	0.8	0.5	0.1	0.4	-0.3
TcdB GH inh	/	1.2	0.1	1.1	1.6	/
SARS 3CLpro inh	0	-4	0	-3	/	1
Yp Topo-I inh	-5	0	-11	5	3	9
Anthrax LF prot	1	2	0	-2	4	-1
BoNT A protease	-0.5	-1.4	-3.5	2.7	0.0	?
PrPC surface inh	2	10	1	-6	-2	-7
SSB-PriA inh	0	7	/	-1	-18	-9

19: O=C(O)c1c(Cl)c(Cl)c(Cl)c(Cl)c1C(=O)N1CCOCC1
20: O=C(OCCc1cc2ccccc2c(=O)o1)N1CCOCC1
21: COc1ccc(C(=O)N/C(=C\c2cn(S(=O)(=O)N(C)C)c3ccccc23)C(=O)N2CCN(C)CC2)cc1OC
22: Cc1cc(C)n(CCOc2ccc(Cl)cc2Cl)n1
23: CCOc1ccc(Cl)cc1S(=O)(=O)NCc1ccccn1
24: N/C(=N\OC(=O)c1ccc(OCC(F)(F)F)nc1)c1ccc(Cl)cc1

Screen / compound no.	19	20	21	22	23	24
BH1578 lux ind	-0.6	-3.6	i	-0.2	-0.1	-1.3
PfHsp40 rescue	1.2	-2.0	/	3.8	-0.2	-1.6
TcdB GH inh	/	0.4	-0.6	/	0.2	-0.5
SARS 3CLpro inh	-2	/	/	2	-3	-3
Yp Topo-I inh	-4	5	19	11	6	-5
Anthrax LF prot	7	-1	-1	0	9	5
BoNT A protease	0.3	0.3	-0.1	0.8	3.4	4.2
PrPC surface inh	2	5	-20	7	-2	4
SSB-PriA inh	0	-4	/	-1	-17	/

25: CC(=O)Nc1ccc(S(=O)(=O)NCC(=O)NNC(=O)COc2ccccc2Cl)cc1
26: Cc1ccc(OCC(=O)O)c(O)c1
27: N#Cc1nc(COc2ccc(F)cc2)oc1NCCN1CCOCC1
28: O=C(CN1C(=O)CSc2ccc(S(=O)(=O)N3CCOCC3)cc21)NCCCN1CCCCC1
29: O=C(/C=N\O)NCCCNCc1ccccc1
30: CCn1cc(SCC(=O)NC2CCCC2)c2ccccc21

Screen / compound no.	25	26	27	28	29	30
BH1578 lux ind	-0.3	/	i	i	i	i
PfHsp40 rescue	-0.7	-1.4	0.2	-0.1	0.0	10
TcdB GH inh	0.7	-0.1	/	1.7	2.0	1.2
SARS 3CLpro inh	/	/	2	-7	6	-3
Yp Topo-I inh	4	4	-11	-12	7	-1
Anthrax LF prot	-2	-1	-3	-3	-5	2
BoNT A protease	0.3	-0.1	-0.1	-2.2	-0.3	0.3
PrPC surface inh	-1	9	4	-1	-1	-6
SSB-PriA inh	-1	0	-6	-1	/	27

31: COc1ccc(-c2noc(=O)n2Cc2ccc(C#N)cc2)cc1
32: CCc1ccc(NC(=O)COc2ccc(F)cc2C(=O)c2cnn(-c3ccccc3)c2)cc1
33: CCc1cccc2c(C(=O)COC(=O)C3=NNC(=O)CC3)c[nH]c12
34: COc1ccccc1C(=O)Nc1cccnc1
35: COc1ccc(OC)c(/C=N/NC(=O)CC(=O)NCc2ccccc2)c1
36: COc1cccc(N2CCN(C(=O)c3cc4c(OC)c(OC)c(OC)cc4[nH]3)CC2)c1

Screen / compound no.	31	32	33	34	35	36
BH1578 lux ind	-0.3	-0.2	i	i	0.2	i
PfHsp40 rescue	1.3	1.8	0.6	-2.1	-0.1	0.2
TcdB GH inh	-6.9	0.0	1.3	-6.8	3.1	0.3
SARS 3CLpro inh	5	-1	-3	-2	0	1
Yp Topo-I inh	0	34	-2	-7	-1	5
Anthrax LF prot	9	0	-1	-1	-13	-5
BoNT A protease	2.1	0.2	-0.2	-1.4	0.2	-0.8
PrPC surface inh	4	4	-9	6	-9	5
SSB-PriA inh	-15	-5	-9	-9	/	6

37: OC[C@@H]1CN(Cc2cccc3ccccc23)C[C@H](n2cnc3c(NCc4ccco4)ncnc32)O1
38: CC(C)NC(=O)c1cc2c(-c3ccc(Cl)cc3)nn(C)c2s1
39: CCOC(=O)C1=C(CCl)NC(=O)NC1c1ccc2c(c1)OCO2 (stereo not drawn)
40: COC(=O)C1CCN(C2CN(Cc3ccc([N+](=O)[O-])cc3)S(=O)(=O)C2)CC1 (stereo not drawn)
41: O=C(Cc1ccc(Br)cc1)N1CCN(C(=O)c2ccccc2)CC1
42: CCN(CC)c1ccc(NC(=O)Cn2cc3c(n2)CCC(C)C3)c(C)c1 (stereo not drawn)

Screen / compound no.	37	38	39	40	41	42
BH1578 lux ind	-0.2	1.9	0.0	/	-2.5	0.4
PfHsp40 rescue	/	0.0	-0.6	/	-1.2	1.6
TcdB GH inh	1.9	0.5	0.2	0.6	0.9	-0.2
SARS 3CLpro inh	/	2	3	/	/	-4
Yp Topo-I inh	17	3	-8	/	9	18
Anthrax LF prot	-2	-1	/	-2	0	-5
BoNT A protease	-0.3	0.0	/	-0.4	1.2	0.7
PrPC surface inh	2	-7	0	-2	-2	-8
SSB-PriA inh	/	-10	-1	/	0	19

43: CNc1nc2ccccc2n1N
44: CC1(C)CC(=O)C2=C(C1)c1c(ccc3ccccc13)NC2c1cc([N+](=O)[O-])cc([N+](=O)[O-])c1O (stereo not drawn)
45: COC(=O)c1ccc(/C=N/NC(=O)C(=O)NCC2CCCO2)cc1 (stereo not drawn)
46: COC(=O)C1=C[C@@H](C(=O)OC)[C@@H]2C3=C(C(=O)[C@@]2(C)NC(=O)c2ccccc2)[C@H](C)C(C(=O)OC)=C(C(=O)OC)[C@@H]3C1
47: CCCCN(C)CCNS(=O)(=O)c1ccc2c(c1)n(C)c(=O)c(=O)n2C
48: O=C(Nc1nc(-c2ccccc2)ns1)c1ccncc1

Screen / compound no.	43	44	45	46	47	48
BH1578 lux ind	-0.3	-0.7	-0.7	i	/	-0.2
PfHsp40 rescue	-0.3	0.6	-0.3	-0.8	1.9	-0.3
TcdB GH inh	0.7	-1.7	1.0	-0.1	-0.7	0.9
SARS 3CLpro inh	-1	4	4	/	0	7
Yp Topo-I inh	-1	-5	-2	-12	-7	-7
Anthrax LF prot	0	1	4	-7	10	0
BoNT A protease	-0.2	2.2	2.1	0.6	1.6	1.0
PrPC surface inh	-2	0	2	-3	5	8
SSB-PriA inh	0	19	i	-10	5	-6&12

Screen by screen, from the results shown:
Compounds 43–48 in SARS 3CLpro inh, in turn: -1, 4, 4, /, 0, 7
Compounds 43–48 in SSB-PriA inh, in turn: 0, 19, i, -10, 5, -6&12

Returning to the listing; the 2 compounds before the break are reprinted first.
47: CCCCN(C)CCNS(=O)(=O)c1ccc2c(c1)n(C)c(=O)c(=O)n2C
48: O=C(Nc1nc(-c2ccccc2)ns1)c1ccncc1
49: Cc1ccc(S(=O)(=O)NCCCCCC(=O)Nc2ccccn2)cc1
50: NNC(=O)c1csc(CS(=O)(=O)c2ccc(Cl)cc2)n1
51: N#Cc1c(-c2ccccc2)oc(=O)c2ccccc12
52: O=C(OCc1cccc([N+](=O)[O-])c1)c1cccnc1Cl
53: CC(=O)Nc1ccc(CN(C)c2c(C)nc3ccc(C(=O)N4CCN(C(=O)c5ccco5)CC4)cn23)cc1
54: COc1cc(C(=O)Nc2cc(C(F)(F)F)ccc2Cl)cc(OC)c1OC
55: COc1ccc(Cc2nc3ccc(C(=O)NCc4ncc(C)[nH]4)cc3o2)cc1OC
56: O=C(COc1cccc(C(F)(F)F)c1)NCC(c1ccco1)N1CCCC1 (stereo not drawn)

Screen / compound no.	47	48	49	50	51	52	53	54	55	56
BH1578 lux ind	/	-0.2	-1.0	-0.7	i	0.6	i	i	-0.3	i
PfHsp40 rescue	1.9	-0.3	1.0	-0.8	0.7	1.4	/	-0.6	0.7	2.3
TcdB GH inh	-0.7	0.9	/	1.5	0.8	1.3	1.1	/	1.0	0.4
SARS 3CLpro inh	0	7	-1	1	-4	-3	/	4	3	/
Yp Topo-I inh	-7	-7	1	9	11	3	0	-9	8	3
Anthrax LF prot	10	0	3	4	3	-3	-2	6	7	1
BoNT A protease	1.6	1.0	-0.1	0.2	-2.2	-0.7	0.0	0.5	6.1	-4.2
PrPC surface inh	5	8	-1	-3	7	-6	-7	-1	9	-7
SSB-PriA inh	5	-6&12	2	-1	-4	10	/	-20	16	5
